Screens from PubChem.
GAA inhib: qHTS Assay for Inhibitors of Human alpha-Glucosidase as a Potential Chaperone Treatment of Pompe Disease | purified human GAA, 4-MU-alpha-glucoside fluorescence | Potency, µM (series often up to 76.9 µM), for inactives: top-dose activity change, negative = inhibition, usual class: inhibitors | actives 0.005% (n = 200,000);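 also: plate controls were uninhibited enzyme wells for no effect and no-enzyme background for full effect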
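AC50 values come from Hill fits of compound titrations (up to 77 uM) against 4 nM human enzyme. Substrate 4-methylumbelliferyl-alpha-D-pyranoside at 400 uM, pH 5.0 citrate buffer, 20 min room temperature; fluorescence Ex 365/Em 440 after alkaline stop.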
NPSR antag: qHTS Assay for Antagonists of the Neuropeptide S Receptor: cAMP Signal Transduction; Potency, µM (highest dose often 38.3 µM), for the others: at the highest dose activity change, negative = inhibition, actives largely listed as inhibitors; Q6W5P4; actives 1% (n = 220,000); CHO-NPSR cells, cAMP TR-FRET, antagonist mode; also: % is scaled to controls: 0 for no effect and ±100 for the full control effect; nearly all actives have a fitted effect of over 50% in size; many of its hits are not listed in these tables
Target sequence (Q6W5P4 whole entry, looked up): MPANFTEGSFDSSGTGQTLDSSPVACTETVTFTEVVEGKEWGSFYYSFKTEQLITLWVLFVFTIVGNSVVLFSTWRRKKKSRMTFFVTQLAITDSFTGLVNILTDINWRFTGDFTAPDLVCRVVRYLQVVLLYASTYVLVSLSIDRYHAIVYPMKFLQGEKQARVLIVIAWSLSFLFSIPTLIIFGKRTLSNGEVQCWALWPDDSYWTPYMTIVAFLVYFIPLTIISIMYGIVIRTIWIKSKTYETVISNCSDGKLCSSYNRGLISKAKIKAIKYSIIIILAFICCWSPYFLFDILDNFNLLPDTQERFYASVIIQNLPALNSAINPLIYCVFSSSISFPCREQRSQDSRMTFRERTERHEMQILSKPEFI
aGlu spleen mod: qHTS Assay for Inhibitors and Activators of Human alpha-Glucosidase From Spleen Homogenate; Lysosomal alpha-glucosidase (Homo sapiens), P10253; human spleen homogenate, 4-MU-alpha-glucoside fluorescence; Potency, µM (highest dose often 79.9 µM), inactives show at the highest dose activity change, negative = inhibition, hits mostly inhibitors; actives 0.006% (n = 240,000); AID 2112, 2009;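 also: 0% = enzyme with vehicle and -100% = no enzyme basal signal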
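Enzyme source: human spleen homogenate, 1 ug/well. Buffer 50 mM citric acid/K phosphate pH 5.0, 0.01% Tween-20. 4-MU-alpha-glucoside 1 mM; 37 C x 40 min; NaOH/glycine stop; fluorescence.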
aGal spleen mod: qHTS Assay for Inhibitors and Activators of Human alpha-Galactosidase From Spleen Homogenate; Alpha-galactosidase A (Homo sapiens), P06280; human spleen homogenate, 4MU-alpha-Gal fluorescence, 40 min; Potency, µM (highest dose often 80 µM), for the others: at the highest dose activity change, negative = inhibition, actives largely listed as inhibitors; actives 0.008% (n = 240,000); AID 2107, 2009;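 also: 0% = enzyme with vehicle and -100% = no enzyme basal signal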
Target sequence (P06280 32-429 limits assumed): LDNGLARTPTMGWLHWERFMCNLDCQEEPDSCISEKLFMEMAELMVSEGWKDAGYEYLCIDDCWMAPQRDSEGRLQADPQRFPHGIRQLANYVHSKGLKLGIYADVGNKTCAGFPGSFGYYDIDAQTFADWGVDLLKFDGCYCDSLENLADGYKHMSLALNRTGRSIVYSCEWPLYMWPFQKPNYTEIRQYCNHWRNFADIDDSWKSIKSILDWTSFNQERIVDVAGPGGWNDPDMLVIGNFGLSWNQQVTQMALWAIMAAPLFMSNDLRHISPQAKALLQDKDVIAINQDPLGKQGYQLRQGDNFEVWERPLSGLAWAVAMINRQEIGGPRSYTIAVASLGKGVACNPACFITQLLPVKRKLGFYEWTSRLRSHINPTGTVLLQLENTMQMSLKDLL
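Human spleen homogenate (1 ug) as enzyme source, 4-methylumbelliferyl-alpha-D-galactopyranoside 1 mM final, citrate/phosphate pH 5.0 with 0.01% Tween-20. Compounds 40 min at 37C, NaOH/glycine stop; fluorescence Ex 365/Em 440, Hill-fit AC50.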
GAA glycogen: qHTS Assay for Inhibitors and Activators of Human alpha-Glucosidase Cleavage of Glycogen; Lysosomal alpha-glucosidase (Homo sapiens), P10253; recombinant GAA, glycogen substrate, Amplex Red glucose oxidase fluorescence; Potency, µM (highest dose often 76.4 µM), for inactives: top-dose activity change, negative = inhibition, hits mostly inhibitors; actives 0.38% (n = 300,000); AID 2100, 2009;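 also: 0% = full enzyme reaction and -100% = no-enzyme basal signal; the screen sought inhibitors and activators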
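Recombinant enzyme (4 nM final) with compounds titrated up to 77 uM and bovine liver glycogen (30 ug) in citrate pH 5.0, 0.01% Tween-20, 37 C 40 min. Released glucose detected by Amplex Red/glucose oxidase (Ex 573/Em 610); AC50 from Hill fits.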
Tau fluor cs: Counterscreen qHTS for Inhibitors of Tau Fibril Formation, Fluorescence Polarization; tau K18 P301L (four-repeat tau fragment) Alexa594 fluorescence, heparin fibrillization; Potency, µM (highest dose often 57.7 µM), for inactives: at the top dose activity change, negative = decrease; actives 0.93% (n = 280,000); AID 1463, 2008; also: % is scaled to controls: 0 for no effect and ±100 for the full control effect; nearly all actives have a fitted effect of over 55% in size
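Human K18 P301L tau (15 uM unlabeled plus 0.24 uM Alexa 594-labeled, final) in 100 mM sodium acetate pH 7 was mixed with compound and 20 uM heparin and incubated 6 hr at 37 C.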
Epigenetic reg: Quantitative High-Throughput Screen for Regulators of Epigenetic Control. murine LDR cells, GFP reporter derepression, 30 h. Potency, µM (series often up to 53.9 µM), for the others: at the highest dose GFP activation, usual class: activators. actives 0.2% (n = 280,000); also: % of control where 0% means no effect; nearly all actives have a fitted effect of over 60% in size
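Reporter derepression read as number of fluorescent GFP-positive objects, 20-120 um in size, counted by laser-scanning cytometer. Mouse LDR line with an epigenetically silenced CMV-GFP locus; compound incubation 30 h, 37 C.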
ALDH1A1 inh: qHTS Assay for Inhibitors of Aldehyde Dehydrogenase 1 (ALDH1A1); Purified ALDH1A1, NADH fluorescence, propionaldehyde substrate; actives 7.3% (n = 220,000); Potency, µM (top dose mostly 75.3 µM), for inactives: top-dose activity, negative = inhibition, actives largely listed as inhibitors; Aldehyde dehydrogenase 1A1 (Homo sapiens), P00352; active = well fitted inhibition curve with a large enough effect, not every such curve was filed as active; inconclusive = small, poorly fitted or top-dose-only effect, or another doubt; inactive = no such curve, though single readings can be large or run the other way;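 also: plate controls were no enzyme wells and a reference inhibitor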
* = called active by the depositor; ? = inconclusive; . = not tested or not shown; [ ] = dose if it differs, or a comment. Unless noted, calls follow the shape of the dose curve; as a rule, active = well fitted curve in the direction sought with a large enough effect; inconclusive = small, poorly fitted or top-dose-only effect, or another doubt; inactive = no such curve, though single readings can be large; an effect the other way counts as inactive or inconclusive. Potency is read from the fitted curve at half-maximal effect. This is a subset; the hit share may differ from the screen's.

SMILES	GAA inhib	NPSR antag	aGlu spleen mod	aGal spleen mod	GAA glycogen	Tau fluor cs	Epigenetic reg	ALDH1A1 inh
Cc1cc(=O)oc2cc(NC(=O)C3COc4ccccc4O3)ccc12 (stereo unspecified)	1%	15%[46.1 µM]	0%	-3%	4%	-7%	0.0%	?
CCS(=O)(=O)NCCCCc1ccccc1	-5%	3%[46.1 µM]	2%	7%	-5%	7%	-1.0%	-3%
COc1ccc(Oc2cccc(Cl)c2CNC(=O)CC(C)(C)CC(=O)O)cc1	8%	-2%	-7%	-6%	3%	-16%	-1.6%	3%
COCCNc1nc(Cl)c(C#N)s1	-10%	-3%	1%	4%	4%	-5%	0.0%	-6%
COc1cc(C(=O)N/C(=C\c2cn(C)c3ccccc23)C(=O)NCCCO)cc(OC)c1OC	-9%[15.4 µM]	13%	5%	24%	-3%	3%	-1.0%	-4%
Cc1c(C(=O)Nc2c(F)cccc2F)sc2ncnc(N3CCN(c4ccccc4)CC3)c12	-5%	-25%	3%	-3%	-14%	?	-1.4%	?
O=c1c2ccccc2[nH]c(=S)n1CCCN1CCN(C2CCCCC2)CC1	1%	-5%[46.1 µM]	-6%	1%	-2%	2%	1.8%	-1%
Cc1cccc(OCC(=O)Nc2ccc3c(C)cc(=O)oc3c2)c1	10%	0%	-4%	7%	1%	2%	3.0%	?
CC(=O)Nc1cccc(C(=O)/C=C/c2ccco2)c1	-2%	-11%[46.1 µM]	-3%	7%	0%	?	0.0%	10µM*
O=C(NCCc1cccs1)C1CC(c2ccccc2F)=NO1 (stereo unspecified)	.	11%	2%	4%	4%	3%	1.6%	.
COc1ccc(OC)c(S(=O)(=O)NCCc2csc(-c3cccnc3)n2)c1	.	3%	6%	0%	1%	-4%	0.0%	.
COCCN(C(=O)c1ccco1)c1nnc(-c2ccc(F)cc2)s1	10%	-28%	-12%	2%	-5%	-5%	0.0%	?
COc1ccc(S(=O)(=O)NCC(c2cccnc2)N2CCN(c3ccccc3OC)CC2)cc1C (stereo unspecified)	4%	-18%[46.1 µM]	-11%	-5%	-6%	2%	0.8%	?
CN(c1cccc(NC(=O)CN(c2cccc(Cl)c2)S(=O)(=O)c2ccc(Cl)cc2)c1)S(C)(=O)=O	3%	-38%	2%	2%	-3%	?	-1.1%	0%
CC(=O)OCC1=C(C(=O)O)N2C(=O)C(NC(=O)c3ccc(COc4ccc(Cl)cc4)o3)C2SC1 (stereo unspecified)	-6%	8%	-4%	-7%	-3%	-11%	-0.2%	?
N#Cc1ccccc1Sc1ccccc1N	-18%	-12%[46.1 µM]	-8%	-12%	2%	-3%	1.3%	0%
CC(C)(C)[C@H]1C=C(C(=O)N2CCOCC2)O[C@@H](OCc2ccc(CO)cc2)C1	.	8%	3%	0%	13%	0%	1.2%	2%
CCOC(=O)N1CCN(Cc2cn[nH]c2-c2cccc3ccccc23)CC1	9%	2%	4%	2%	13%	-5%	0.0%	5%
Oc1ccccc1Nc1ccccn1	.	2%	6%	11%	4%	-12%	-1.1%	.
CCOc1ccc2ccccc2c1CNCCN1CCOCC1	2%	?	-5%	-1%	3%	-2%	-0.7%	-5%
CCc1ccc(/C=C2\Oc3c(ccc(O)c3CN3CCN(C)CC3)C2=O)cc1	.	10µM*	-6%	-5%	4%	-18%	1.1%	.
Cc1cc2ncn(/N=C/c3ccc([N+](=O)[O-])s3)c2cc1C	3%	20%	1%	8%	15%	?	1.0%	9%
CCOC(=O)c1ccc(NC(=S)Nc2ccc3[nH]c(=O)[nH]c3c2)cc1	?	2%	1%	5%	-6%	?	-1.3%	?
CN1C(=O)N(C)C2(c3ccccc3)N(C)C(=O)NC12c1ccccc1 (stereo unspecified)	-3%	-2%[46.1 µM]	1%	-3%	0%	-4%	2.9%	8%
CCOc1ccc(NC(=S)NCCCc2ccccc2)cc1	?	19%	-1%	-25%	-20%	?	1.2%	-7%
O=C(c1cnc2n(c1=O)CCS2)N1CCN(c2ccccc2Cl)CC1	.	1%	-13%	3%	-9%	14%	-0.1%	-6%
CS(=O)(=O)Nc1ccccc1C(=O)Nc1ccc2c(c1)OCCO2	-2%	-6%[46.1 µM]	-18%	-27%	-23%	4%	0.0%	?
C=CCn1c(SCC(=O)NCc2ccc3c(c2)OCO3)nnc1C1COc2ccccc2O1 (stereo unspecified)	-4%	-21%[46.1 µM]	1%	-4%	-2%	-8%	-1.0%	-11%
Nc1nnnn1CC(=O)N/N=C/c1cc([N+](=O)[O-])ccc1O	-14%	16%	-16%	-11%	7%	-4%	0.0%	?
Cc1n[nH]c(=O)nc1NC(C)c1ccccc1 (stereo unspecified)	0%	9%[46.1 µM]	-5%	-8%	-6%	-9%	-2.9%	3%

4 of these compounds in a different format.
> O=C(c1cnc2n(c1=O)CCS2)N1CCN(c2ccccc2Cl)CC1
  GAA inhib: .; NPSR antag: 1%; aGlu spleen mod: -13%; aGal spleen mod: 3%; GAA glycogen: -9%; Tau fluor cs: 14%; Epigenetic reg: -0.1%; ALDH1A1 inh: -6%

> CCOC(=O)c1ccc(NC(=S)Nc2ccc3[nH]c(=O)[nH]c3c2)cc1
  GAA inhib: ?; NPSR antag: 2%; aGlu spleen mod: 1%; aGal spleen mod: 5%; GAA glycogen: -6%; Tau fluor cs: ?; Epigenetic reg: -1.3%; ALDH1A1 inh: ?

> CN1C(=O)N(C)C2(c3ccccc3)N(C)C(=O)NC12c1ccccc1 (stereo unspecified)
  GAA inhib: -3%; NPSR antag: -2%[46.1 µM]; aGlu spleen mod: 1%; aGal spleen mod: -3%; GAA glycogen: 0%; Tau fluor cs: -4%; Epigenetic reg: 2.9%; ALDH1A1 inh: 8%

> CS(=O)(=O)Nc1ccccc1C(=O)Nc1ccc2c(c1)OCCO2
  GAA inhib: -2%; NPSR antag: -6%[46.1 µM]; aGlu spleen mod: -18%; aGal spleen mod: -27%; GAA glycogen: -23%; Tau fluor cs: 4%; Epigenetic reg: 0.0%; ALDH1A1 inh: ?

(continued)
SMILES	GAA inhib	NPSR antag	aGlu spleen mod	aGal spleen mod	GAA glycogen	Tau fluor cs	Epigenetic reg	ALDH1A1 inh
O=C(Nc1ccccc1)C1C2CCC3C(CCC21)C3(Cl)Cl (stereo unspecified)	1%	-10%[46.1 µM]	1%	3%	2%	-18%	-0.1%	8%
COc1ccc(CCNC(=O)C2CCN(S(=O)(=O)N3CCCCCC3)CC2)cc1OC	0%	-26%[46.1 µM]	-3%	2%	6%	-9%	-1.1%	7.9µM*
O=C(OCC(=O)N1CCc2ccccc21)C1=COCCO1	6%	-9%[46.1 µM]	-1%	-6%	5%	-1%	0.2%	14µM*
COc1ccc(OCCCC(=O)NCCc2nc3ccccc3[nH]2)cc1	-3%	0%	1%	-3%	4%	-3%	-4.5%	?
CSCC(O)Cn1ncc2ccccc2c1=O (stereo unspecified)	.	14%	-12%	4%	2%	-5%	5.1%	.
CCN(CC)c1ccc(/C=N/Nc2ccccc2)c(O)c1	-10%	-20%[46.1 µM]	6%	-1%	18µM*	?	0.0%	3.5µM*
N=C1/C(=C\c2coc3ccccc3c2=O)C(=O)N=C2SC(c3ccncc3)=NN12	.	?	-5%	-15%	-2%	-24%	0.0%	.
O=C(CSc1ccc(-c2ccc(Br)cc2)nn1)N1CCOCC1	3%	19%	-4%	-2%	5%	-5%	0.2%	8%
O=C1NCCCc2nonc21	5%	-1%[46.1 µM]	-11%	2%	9%	4%	-5.6%	-4%
Cc1c(Br)c([N+](=O)[O-])nn1CC(=O)NCC1CCCO1 (stereo unspecified)	-6%	-2%	-2%	-1%	4%	-5%	-1.2%	13%
NC(=O)CC[C@H](NC(=O)OCc1ccccc1)C(=O)OCc1ccc(Cl)cc1	6%	8%	-3%	14%	4%	2%	2.2%	6%
CCOc1ccc(Nc2nc3cc(S(=O)(=O)CC)ccc3o2)cc1	.	10%[7.67 µM]	10%	-4%	-4%	?	1.1%	.
COc1ccc(NC(=O)C2CCN(S(=O)(=O)c3c(C)noc3C)CC2)cc1Cl	-11%	-10%[46.1 µM]	2%	7%	-9%	-23%	-1.0%	7%
COC(=O)[C@@H](NC(=O)NCc1cccs1)C(C)C	3%	-9%[46.1 µM]	5%	-10%	5%	-8%	0.2%	-10%
NC(=O)[C@H]1CC2(CC(c3cccc(NC(=O)COc4ccc(Cl)cc4)c3)=NO2)CN1C(=O)[C@H]1CCC(=O)N1 (stereo partly specified)	.	14%	0%	3%	2%	3%	-1.1%	.
COc1cccc(OC)c1C(=O)NC(=S)N1CCN(c2ccc(C(F)(F)F)cc2[N+](=O)[O-])CC1	-4%	2%[46.1 µM]	-2%	2%	-5%	-21%	-1.9%	3%
CCOC(=O)c1cc2cc(C)ccc2[nH]1	-2%	1%[46.1 µM]	-5%	2%	-2%	-7%	-1.0%	?
CC1CC=C2C(C#N)=C(N)C(C#N)(C#N)C(c3cccs3)C2C1 (stereo unspecified)	-2%	-17%[46.1 µM]	-5%	-3%	2%	-15%	-0.9%	?
CC1=C(C(=O)OCCOc2ccccc2)C(c2coc3ccccc3c2=O)C2=C(CCCC2=O)N1 (stereo unspecified)	12%	-40%	-4%	-4%	-3%	-22%	?	?
COc1ccc(CC(=O)Nc2nnc(SCC(=O)NCc3ccco3)s2)cc1OC	-18%	19%	3%	4%	-12%	3%	-1.6%	4%
CCCCOC(=O)C1=C(C)Nc2ncnn2C1c1cccc(OC)c1 (stereo unspecified)	3%	-22%[46.1 µM]	-25%	-12%	-9%	-21%	0.2%	?
CCOc1cc(/C=C2/C(=O)ON=C2C)ccc1OCc1ccccc1F	11%	16µM*	3%	2%	0%	-9%	-0.9%	5µM*
O=C(CCl)N=c1sccn1Cc1ccccc1Cl	.	0%[7.67 µM]	-7%	6%	4%	0%	-0.3%	.
